TGFb SMAD3 inh: blocks TGF-b signaling; HepG2 CAGA-GFP TGF-b/SMAD3 reporter, GFP fluorescence, 18 h; TGF-beta stimulated, 500 pg/mL final; Potency, µM (series often up to 46.1 µM), inactives show at the top dose activity, negative = inhibition, hits mostly inhibitors; hit rate 1.2% among 410,000; AID 588855; also: % is scaled to controls: 0 for no effect and ±100 for the full control effect; nearly all actives have a fitted effect of over 65% in size
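Using HEPG2 CAGA-GFP reporter cells at 1000 cells/well, we pinned test compounds, stimulated with recombinant TGF-beta (500 pg/mL final) and measured total well GFP after 18 h.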
ATXN2 expr inh: inhibitors of ATXN2 expression; HEK-293 ATXN2-luciferase reporter, luminescence, 24 h; Potency, µM (top dose mostly 57 µM), inactives show at the highest dose activity change, negative = inhibition, most hits filed as inhibitors; hit rate 0.72% among 360,000; also: % is scaled to controls: 0 for no effect and ±100 for the full control effect; nearly all actives have a fitted effect of over 55% in size
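ATXN2-luciferase reporter cells (luciferase flanked by upstream and downstream ATXN2 gene portions) were treated 24 h at 37 °C with compounds at up to 57 uM. SteadyGlo luminescence gave expression; GF-AFC fluorescence gave viability.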
MCF10A rereplic: inducers of DNA re-replication in MCF 10A breast cells. MCF 10A DNA re-replication, Hoechst nuclear intensity, 48 h. Potency, µM (series often up to 46.1 µM), without a hit: at the top dose activity, positive = re-replication, usual class: activators. hit rate 2.9% among 350,000; also: % of control where 0% means no effect; nearly all actives have a fitted effect of over 50% in size
HepG2 tox: counter-screen for TGF-b inhibitors: cytotoxicity in HepG2 cells; HepG2 CAGA-GFP viability, ATP luminescence, 18 h; Potency, µM (highest dose often 46.1 µM), for inactives: at the top dose activity change, negative = cytotoxicity, most hits filed as cytotoxic; hit rate 0.76% among 410,000; AID 588856; also: some results filed as inactive show a strong effect at the top dose
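CellTiter-Glo luminescence gave cytotoxicity after 18 hours at 37 degrees C. The cells were HepG2 CAGA-GFP in 1% FBS DMEM, stimulated with 500 pg/mL TGF-beta after compound addition. %Activity was normalised to no-cell wells (complete cell-killing) and DMSO (no toxicity), and curves were fitted and classified.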
EPAC2 antagonist: EPAC2 (human) antagonism; Q8WZA2; EPAC2 GEF exchange of Rap1B-BODIPY-GDP, fluorescence; Potency, µM (top dose mostly 114 µM), for inactives: at the highest dose activity, negative = inhibition, hits mostly inhibitors; hit rate 0.18% among 360,000; AID 720708; also: % is scaled to controls: 0 for no effect and ±100 for the full control effect; nearly all actives have a fitted effect of over 45% in size; many of its hits are not listed in these tables
Target sequence (Q8WZA2 whole entry, looked up): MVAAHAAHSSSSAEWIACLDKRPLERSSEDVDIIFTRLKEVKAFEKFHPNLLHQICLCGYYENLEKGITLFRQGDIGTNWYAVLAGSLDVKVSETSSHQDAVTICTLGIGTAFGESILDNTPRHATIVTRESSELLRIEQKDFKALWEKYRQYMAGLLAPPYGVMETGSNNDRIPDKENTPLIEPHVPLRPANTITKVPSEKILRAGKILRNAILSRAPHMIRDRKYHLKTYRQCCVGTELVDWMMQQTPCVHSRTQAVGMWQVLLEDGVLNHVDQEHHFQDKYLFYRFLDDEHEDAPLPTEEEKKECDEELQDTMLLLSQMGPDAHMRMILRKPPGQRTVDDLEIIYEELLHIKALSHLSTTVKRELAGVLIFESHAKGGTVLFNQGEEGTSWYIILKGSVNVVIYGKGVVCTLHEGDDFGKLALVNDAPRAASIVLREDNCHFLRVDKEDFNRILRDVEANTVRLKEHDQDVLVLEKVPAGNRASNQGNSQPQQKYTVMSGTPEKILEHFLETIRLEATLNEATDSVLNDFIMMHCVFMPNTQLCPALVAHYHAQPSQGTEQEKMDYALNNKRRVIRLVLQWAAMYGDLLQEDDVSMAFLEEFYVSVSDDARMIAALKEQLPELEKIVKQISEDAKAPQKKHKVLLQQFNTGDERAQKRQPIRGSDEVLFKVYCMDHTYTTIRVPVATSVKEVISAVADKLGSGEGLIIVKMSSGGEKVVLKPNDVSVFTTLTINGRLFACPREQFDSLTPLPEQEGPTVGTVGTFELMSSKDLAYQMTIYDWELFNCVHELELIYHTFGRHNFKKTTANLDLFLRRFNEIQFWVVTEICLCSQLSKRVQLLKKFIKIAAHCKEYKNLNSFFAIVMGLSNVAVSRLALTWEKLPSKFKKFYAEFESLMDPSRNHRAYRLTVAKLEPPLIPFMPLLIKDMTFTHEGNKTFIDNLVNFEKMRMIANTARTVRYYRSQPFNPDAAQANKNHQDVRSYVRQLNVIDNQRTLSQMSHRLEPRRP
A549 viability: counter-screen for Nrf2 inhibitors: cytotoxicity in A549 cells; hit rate 0.16% among 390,000; Potency, µM (doses to about 46 µM), without a hit: top-dose activity change, negative = cytotoxicity, actives largely listed as inhibitors; A549 ARE-Fluc cells, CellTiter-Fluor viability, 18-24 h; also: % is scaled to controls: 0 for no effect and ±100 for the full control effect
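A549 ARE-Fluc cells in 5% FBS OPTI-MEM, 5000 cells/well, rested 2 h then exposed to compounds in concentration-response for 18-24 h at 37 °C. Viability by CellTiter-Fluor fluorescence (Ex 405/Em 525) after 30 min; luciferase luminescence (BugLite, 15 min, RT) read afterwards.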
Nrf2 inh: Nrf2 pathway inhibition; Potency, µM (doses to about 46 µM), inactives show at the top dose activity change, negative = inhibition, hits mostly inhibitors; A549 ARE-Fluc reporter, luciferase luminescence, 18-24 h; hit rate 2.1% among 360,000; also: % is scaled to controls: 0 for no effect and ±100 for the full control effect; nearly all actives have a fitted effect of over 60% in size
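Quantitative HTS in A549 cells stably bearing an antioxidant response element-firefly luciferase construct. Inhibition of Nrf2-driven transcription was scored by luminescence after 18-24 h of compound exposure at 37 °C.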
S2 tox: reduces viability in counter-screen for ATXN expression inhibitors. S2 cells (HEK-293 line with an ATXN2-luciferase reporter) viability, CellTiter-Fluor protease fluorescence, 24 h. Potency, µM (highest dose often 56.7 µM), usual class: cytotoxic. hit rate 0.49% among 400,000. AID 651635; also: nearly all actives have a fitted effect of over 40% in size
Nrf2 activator: activates Nrf2 signaling. AREc32 ARE-luciferase reporter (MCF7-derived line), luminescence, 24 h. Potency, µM (doses to about 46.1 µM), for the others: at the top dose activation, hits mostly activators. hit rate 0.31% among 410,000. AID 624171; also: % of control where 0% means no effect; nearly all actives have a fitted effect of over 65% in size
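Cells of the AREc32 ARE-luciferase line are plated in OPTI-MEM containing 5% FBS and left overnight at 37 deg C. Compounds are pinned in, incubation continues 24 hr, and firefly luciferase signal is then measured.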
Numbers without * were called inactive; i = inactive; ? = inconclusive; . = no result given; [ ] = another dose, or the depositor's remark. Calls follow the shape of the dose curve; as a rule, active = well fitted curve in the direction sought with a large enough effect; inconclusive = small, poorly fitted or top-dose-only effect, or another doubt; inactive = no such curve, though single readings can be large; an effect the other way counts as inactive or inconclusive. Potency is read from the fitted curve at half-maximal effect. Some of the compounds tested; count on the stated rates, not on these rows.

canonical_smiles,TGFb SMAD3 inh,ATXN2 expr inh,MCF10A rereplic,HepG2 tox,EPAC2 antagonist,A549 viability,Nrf2 inh,S2 tox,Nrf2 activator
N#Cc1nc(/C=C/c2ccc(F)cc2)oc1NC1CCCCC1,.,.,.,0%,.,0%,-2%,.,3.8%
CN1CCN(c2ccc(CNC(=O)C3(C)Cc4c(-c5ccccc5)ccnc4O3)cc2)CC1 (stereo not drawn),15%,-10%,.,-39%,4%,.,.,i,6.1%
COC(=O)C1=C(C)NC(=O)NC1c1ccc([N+](=O)[O-])o1 (stereo not drawn),12%,1%,4%,-6%,2%,-2%,2%,i,1.7%
CCOc1ccc(-n2c(C)nnc2SCC(=O)N(CC)CC)cc1,36%,4%,14%,-30%,10%,-6%,1%,i,0.2%
CCOc1ccc(CNC(=O)Cc2ccc(NC(=O)N3CCCCc4ccccc43)cc2)cc1OC,-18%,6%,.,-16%,.,1%,-19%,?,1.6%
COc1ccc(-c2nnc(SCc3ccc(C(=O)O)cc3)n2N)cc1,-5%,-12%,-3%,2%,1%,0%,0%,i,0.1%
CCOc1ccc(OCCn2c(S(=O)(=O)O)nc3c(N)ncnc32)cc1,-5%,2%,1%,5%,-1%,-5%,-5%,i,0.4%
Cc1cnc(C(=O)NC2CCSc3ccccc32)cn1 (stereo not drawn),4%,5%,-1%,9%,0%,4%,?,i,0.1%
CC(OC(=O)Cc1n[nH]c(=O)c2ccccc12)C(=O)Nc1ccc(F)cc1Cl (stereo not drawn),?,8%,2%,0%,5%,0%,-5%,i,0.3%
COc1cc2c(c(NC(C)=O)c1)N(C(C)=O)CCC2,1%,5%,0%,-3%,2%,0%,8%,i,0.3%
CCN1c2ccc(S(=O)(=O)N3CCOCC3)cc2N(Cc2ccc(OC)cc2)C1C (stereo not drawn),-1%,8%,-14%,0%,8%,-1%,-6%,i,0.1%[9.22 µM]
COc1cccc(CNC(=O)C2CCN(Cc3cnn(-c4ccccc4)c3-n3cccc3)CC2)c1,-6%,-5%,?,-19%,-6%,-1%,-13%,i,0.6%
Cc1cc(C)cc(NC(=O)NCc2c(-n3cccc3)sc3c2CCCC3)c1,6%,3%,.,2%,.,0%,12%,i,0.5%
Cc1ccc(S(=O)(=O)N2CCC(=O)N(CCOCc3ccc(C(F)(F)F)cc3)CC2)cc1,11µM*,?,9%,-23%,-30%,-6%,?,?,3.5%
COc1ccc(C(=O)Nc2ccc(CN3CCOCC3)cc2)cc1,11%,35%[activator],-1%,-10%,-1%,1%,?,i,0.2%
COCCn1c(SCC(=O)c2ccc(OC)cc2)nc2cc(C(=O)NC3CCCC3)ccc2c1=O,-13%,6%,.,3%,.,-1%,?,i,-0.7%
Cc1onc(-c2ccccc2)c1NC(=O)Nc1c(-c2ccccc2)noc1C,21%,-11%,-15%,2%,-10%,2%,6%,i,1.5%[9.22 µM]
Cc1ccc(Cl)cc1NC(=O)C1CCCN(S(C)(=O)=O)C1 (stereo not drawn),-3%,8%,1%,-6%,-2%,8%,8%,i,-0.9%
O=C(COc1ccc(Cl)cc1Cl)NC(=O)N1CCOCC1,0%,29%,1%,4%,-2%,-5%,22%,i,2.3%
CC(=O)Oc1ccc2oc3c(c2c1)C(=O)CCC3,27%,2%,3%,-5%,3%,-7%,-1%,i,0.0%
O=C(NCc1ccc2c(c1)OCO2)C1CCCN1C(=O)Nc1ccccc1 (stereo not drawn),0%,-3%,-3%,4%,8%,3%,0%,i,0.1%
CCOC(=O)CCCNC(=O)CCNC(=O)c1ccc(OCC(C)C)cc1,9%,-15%,-2%,-2%,3%,0%,4%,i,0.4%
CCCCCCCCNC(=O)CCNC(=O)c1ccc(C(C)(C)C)cc1,?,4%,?,10%,-20%,-12%,?,i,0.2%
COc1ccc(N2C(=O)C(CC(=O)Nc3ccccc3)N(CCc3ccc(OC)c(OC)c3)C2=O)cc1 (stereo not drawn),-2%,-2%,2%,-2%,1%,-6%,-8%,i,1.5%
CC(OC(=O)c1ccc2c(c1)OCO2)C(=O)NC1CCCCC1C (stereo not drawn),-8%,-13%,2%,-2%,3%,-10%,?,i,0.1%
Cn1cccc1CC(=O)N/N=C/c1cc([N+](=O)[O-])ccc1Cl,4%,-23%[11.3 µM],-14%,3%,2%,-2%,9%,i,9.5%
CCOC(=O)c1sc(NC(=O)CSc2nnc(-c3ccco3)o2)c(C(=O)OCC)c1C,7%,13%,-3%,-17%,0%,-10%,-31%,i,-0.3%
CCOCCCNC(=O)c1ccccc1Br,-8%,7%,4%,8%,1%,-1%,0%,i,-0.4%
O=C(O)c1ccc(CNCc2ccccc2F)cc1,-6%,-23%,4%,-19%,21%,-2%,3%,.,0.0%
COc1ccc(Br)c2c1-c1nc(NC(=O)c3ccccc3F)sc1C2,5%,-18%,.,-2%,.,-5%,-27%,i,16%
CCN(CC)S(=O)(=O)c1ccc(OC)c(NC(=O)CSc2ccccc2)c1,0%,-17%,4%,-20%,-7%,5%,10%,i,-0.4%
CC(=O)Nc1ccccc1N(CC(O)Cn1c2ccccc2c2ccccc21)S(=O)(=O)c1ccc(C)cc1 (stereo not drawn),?,?,?,-20%,-9%,-22%,26µM*,i,0.2%
O=C(Nc1cccc2ncccc12)C12CC3CC(CC(C3)C1)C2,-6%,1%,?,-3%,7%,-6%,-19%,?,-0.6%
Cc1nc2cc(NC(=O)c3ccco3)ccc2n1C,3%,-34%,6%,5%,13%,1%,-1%,i,-0.7%
Cc1cc(NC(=O)C(=O)c2cn(C)c3ccccc23)no1,14%,10%,3%,2%,8%,-9%,10%,i,17%
COc1cc(-c2nnc(SCC(=O)/C(C#N)=C(\C)N)o2)cc(OC)c1OC,?,20%,-3%,-34%,7%,-13%,-27%,i,2.3%
CC(Cc1ccccc1)=NNc1ccc([N+](=O)[O-])cc1[N+](=O)[O-],0%,0%,-3%,6%,0%,?,23µM*,?,3.0%
O=C(CSC1CC(=O)N(c2ccc(C(=O)O)cc2)C1=O)Nc1ccc2ccccc2c1 (stereo not drawn),14%,.,19%,5%,1%,-3%,-2%,i,4.5%
COc1ccccc1OCC(=O)Nc1cc(C(F)(F)F)ccc1-n1cncn1,12%,-1%,10%,-8%,13%,-4%,-2%,?,0.0%
O=S(=O)(c1ccc2c(c1)OCCO2)N1CCC(c2nc3ccccc3[nH]2)CC1,-19%,-22%,3%,-19%,5%,-8%,.,i,0.0%
NC(=O)Cc1ccc(C(=O)CSc2nnc(-c3ccncc3)n2C2CC2)s1,8%,-3%,-6%,9%,-1%,2%,-8%,i,-0.2%
CCNC(=O)C12CCC(C)(c3nc4cc(C)c(C)cc4nc31)C2(C)C (stereo not drawn),4%,-12%,3%,-1%,-8%,-10%,-4%,i,-0.6%
CC(C)CN1C(=O)c2ccccc2C1c1nnnn1-c1ccc2c(c1)OCCO2 (stereo not drawn),.,14%,.,.,1%,.,.,?,-0.3%
CCOc1nc(-c2ccccc2)ccc1-c1noc(-c2cccs2)n1,14%,-13%,?,3%,8%,?,?,i,?
c1ccc(-c2nnc3n2-c2ccccc2SC3)cc1,-6%,-3%,19%,-11%,-2%,-5%,-2%,?,-1.0%
CC(=O)c1ccc(NC(=O)Cn2c(=O)oc3ccccc32)cc1,4%,-13%,6%,1%,0%,-4%,3%,i,0.0%
COc1ccc2sc(-c3ccc(S(C)(=O)=O)cc3)c(C(=O)NCCCN3CCCC3=O)c2c1,-15%,-15%,12%,-66%,10%,0%,4%,i,7.4%
Fc1ccc(Br)cc1/C=N/N1CCN(c2ccccc2)CC1,-6%,18%,17%,-9%,0%,11%,33%,i,5.3%

3 entries drawn at random from the list so far:
canonical_smiles,TGFb SMAD3 inh,ATXN2 expr inh,MCF10A rereplic,HepG2 tox,EPAC2 antagonist,A549 viability,Nrf2 inh,S2 tox,Nrf2 activator
CCOc1ccc(CNC(=O)Cc2ccc(NC(=O)N3CCCCc4ccccc43)cc2)cc1OC,-18%,6%,.,-16%,.,1%,-19%,?,1.6%
CCOc1ccc(OCCn2c(S(=O)(=O)O)nc3c(N)ncnc32)cc1,-5%,2%,1%,5%,-1%,-5%,-5%,i,0.4%
COc1ccc(Br)c2c1-c1nc(NC(=O)c3ccccc3F)sc1C2,5%,-18%,.,-2%,.,-5%,-27%,i,16%

The list goes on.
canonical_smiles,TGFb SMAD3 inh,ATXN2 expr inh,MCF10A rereplic,HepG2 tox,EPAC2 antagonist,A549 viability,Nrf2 inh,S2 tox,Nrf2 activator
Cc1c(N/C(=N/S(=O)(=O)c2ccccc2)c2ccc(Cl)cc2)c(=O)n(-c2ccccc2)n1C,1%,4%,-6%,7%,9%,1%,0%,i,-0.8%
O=Cc1ccc(Oc2ccc(F)cc2)nc1,5%,11%,-1%,2%,20%,0%,5%,i,-0.3%
Cc1ccc(CNC(=O)Cn2c([N+](=O)[O-])cnc2C)cc1,4%,5%,3%,3%,0%,13%,?,i,-0.2%
O=C(OCc1ccccc1)c1ccccc1O,12%,4%,24%,-6%,-23%,1%,-4%,i,0.1%
CCCCNC(=O)C1(C)CCCCN1C(=O)c1ccc(C)c(F)c1 (stereo not drawn),3%,0%,.,-21%,-11%,.,.,i,0.0%
CC(NC(=O)C(c1ccccc1)c1ccccc1)c1ccc(S(N)(=O)=O)cc1 (stereo not drawn),-3%,6%,1%,-2%,-6%,-4%,29%,i,-0.3%
O=C(CN1C(=O)CSC1=O)N1CCCCC1,?,7%,-5%,-17%,-1%,-4%,6%,i,0.3%

High-throughput results (PubChem BioAssay)
